Tb PFK block = qHTS Assay to Find Inhibitors of T. brucei phosphofructokinase; ATP-dependent 6-phosphofructokinase (Trypanosoma brucei brucei), O15648; T. brucei PFK, ADP-Glo luminescence; Potency, µM (highest dose often 57.5 µM), without a hit: top-dose activity, negative = inhibition, most hits filed as inhibitors; hit rate 0.17% among 330,000; AID 485367, 2010;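 note: potency is the fitted concentration of half-maximal effect; 0% = uninhibited 1x PFK enzyme wells and -100% = no-enzyme wells; nearly all actives have a fitted effect of over 60% in size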
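In TEA buffer at pH 8.0 with 5 mM MgCl2, enzyme (1.25 nM) converted F6P (0.5 mM) and ATP (0.1 mM) for 45 min at room temperature. ADP product was read by luciferase luminescence.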
uPA surface inh = qHTS for Inhibitors of Cell Surface uPA Generation; Potency, µM (series often up to 38.3 µM), inactives show top-dose activity change, negative = inhibition, actives largely listed as inhibitors; cell surface uPA generation assay, qHTS; hit rate 0.31% among 330,000; active = well fitted inhibition curve with a large enough effect; inconclusive = small, poorly fitted or top-dose-only effect; inactive = no such curve, though single readings can be large or run the other way; tested in mouse RAW 264.7 cells; note: potency is the fitted concentration of half-maximal effect; % is set by controls: 0 for no effect and ±100 for the full control effect; nearly all actives have a fitted effect of over 55% in size
ELG1 DNA repair = qHTS screen for small molecules that inhibit ELG1-dependent DNA repair in human embryonic kidney (HEK293T) cells expressing luciferase-tagged ELG1. HEK293T ELG1-luciferase reporter, luminescence, 16 h; DNA damage induced by 5-fluorouridine. Potency, µM (series often up to 46.1 µM), for inactives: at the top dose activity change, negative = inhibition, usual class: inhibitors. hit rate 2.3% among 330,000; note: potency is the fitted concentration of half-maximal effect; % is set by controls: 0 for no effect and ±100 for the full control effect; nearly all actives have a fitted effect of over 55% in size
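In this reporter screen, reduction of luminescence relative to DMSO vehicle indicated activity. Compounds and 5-fluorouridine were added together to 2,000 cells per well, incubated for 16 hr at 37 °C, then developed with ONE-Glo.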
Mito fusion yeast = qHTS Assay for Small Molecule Inhibitors of Mitochondrial Division or Activators of Mitochondrial Fusion. Potency, µM (highest dose often 46.1 µM), for the others: top-dose growth rescue (activation), actives largely listed as activators. S. cerevisiae fusion-defective mutant growth rescue, CellTiterGlo 48 h. hit rate 0.23% among 320,000;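 note: potency is the fitted concentration of half-maximal effect; % of control where 0% means no effect; nearly all actives have a fitted effect of over 45% in size; temperature-sensitive fusion mutants such as fzo1-1 at 37 °C on non-fermentable ethanol glycerol medium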
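Compounds are tested for their ability to restore growth of mitochondrial fusion-defective yeast strains at non-permissive 37C in YPEG medium over 48 hours. Viability is quantified by luciferase luminescence.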
TCR act = Activators of T cell receptors: qHTS campaign; primary human leukocytes, anti-CD3, IL-2 HTRF, 48 h; Potency, µM (titrated, usually from 9.22 µM), without a hit: at the top dose activation of IL-2 secretion, actives largely listed as activators; 330,000 tested, under 10 active; AID 504894, 2011; note: % of control where 0% means no effect
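Primary human leukocytes receive a-CD3 beads and test compound and are incubated 48 hr. Secreted IL-2 is then assayed by HTRF, measuring 665nm acceptor emission after 320nm excitation of the europium donor.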
USP2a inh = qHTS Assay for Inhibitors of Ubiquitin-specific Protease USP2a Using CHOP2 as the Reporter; AID 463254, 2010; Potency, µM (titrated, usually from 38.3 µM), for inactives: at the top dose activity change, negative = inhibition, hits mostly inhibitors; USP2 core, Ub-CHOP2 coupled fluorogenic reporter, 485/531; hit rate 0.01% among 330,000; Ubiquitin carboxyl-terminal hydrolase 2 (Homo sapiens), O75604;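 note: potency is the fitted concentration of half-maximal effect; plate controls were DMSO wells for no effect and full inhibition by NEM control for full effect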
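USP2 core (10nM final) preincubated 30min RT with compound in 20mM Tris-HCl pH 8.0, 2mM CaCl2, 2mM beta-mercaptoethanol, 0.05% CHAPS; 25nM Ub-CHOP2 plus 25nM reporter substrate added, fluorescence (Ex485/Em531) read after 60min.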
TSG101-PTAP inh = qHTS Assay for Iinhibitors of HIV-1 Budding by Blocking the Interaction of PTAP/TSG101; Tumor susceptibility gene 101 protein (Homo sapiens), Q99816; Fluorescence polarization, FITC-PTAP peptide / Tsg101 binding; Potency, µM (doses to about 115 µM), for inactives: at the top dose activity change, negative = inhibition, usual class: inhibitors; 340,000 tested, under 10 active; active = well fitted inhibition curve with a large enough effect in the main read-out, with a control signal flat, not every such curve was filed as active; inconclusive = small, poorly fitted or top-dose-only effect, or effect the other way, or a change in a side signal; inactive = no such curve, though single readings can be large or run the other way; note: potency is the fitted concentration of half-maximal effect; % of control where 0% means no effect
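Fluorescence polarization binding of Tsg101 binding domain (10 uM final) to FITC-labeled PTAP peptide (50 nM final) in HEPES pH 7.5 buffer with NaCl, Tween 20, EDTA, TCEP. Compounds added before peptide; binding 20 min at RT.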
B2AR arrestin = qHTS assay of beta-arrestin-biased ligands of beta2-adrenergic receptor | Beta-2 adrenergic receptor (Homo sapiens), P07550 | beta-arrestin recruitment to beta2AR, cell-based reporter | Potency, µM (titrated, usually from 46.1 µM), inactives show at the highest dose activation, hits mostly activators | hit rate 0.02% among 330,000 | AID 492947, 2010;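 note: potency is the fitted concentration of half-maximal effect; 0% = DMSO controls and full agonism = EC100 isoproterenol or metaproterenol; nearly all actives have a fitted effect of over 65% in size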
Eya2 phos inh = qHTS Assay for Inhibitors of the Phosphatase Activity of Eya2. Potency, µM (top dose mostly 76.9 µM), inactives show top-dose activity, negative = inhibition, most hits filed as inhibitors. hit rate 0.006% among 330,000. AID 488837, 2010. recombinant Eya2, OMFP fluorescence dephosphorylation (OMFP is methylfluorescein phosphate). Protein phosphatase EYA2 (Homo sapiens), O00167; note: potency is the fitted concentration of half-maximal effect; % is set by controls: 0 for no effect and ±100 for the full control effect
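Eya2 protein (added as 0.2 uM solution) was preincubated with compound for 10 min at ambient temperature in 50 mM HEPES pH 7.5, 50 mM NaCl, 5 uM MgCl2, 0.05% BSA, 1 mM DTT. OMFP (added at 50 uM) then reacted 10 min; fluorescence read at 485/525 nm.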
TSHR antag = Antagonists of the Thyroid Stimulating Hormone Receptor: HTS campaign; TSHR-expressing cells, TSH-stimulated cAMP HTRF, 2 h; hits give low values; hit rate 0.2% among 330,000; Thyrotropin receptor (Homo sapiens), P16473; AID 504810, 2011; activity change, negative = inhibition, % at 11.5 µM;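 active = activity change below a set negative limit, meaning inhibition stronger than a set level, cut at about -70% in these data; inconclusive = activity change between two set negative limits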; note: % is set by controls: 0 for no effect and ±100 for the full control effect
Target sequence (P16473 whole entry, looked up): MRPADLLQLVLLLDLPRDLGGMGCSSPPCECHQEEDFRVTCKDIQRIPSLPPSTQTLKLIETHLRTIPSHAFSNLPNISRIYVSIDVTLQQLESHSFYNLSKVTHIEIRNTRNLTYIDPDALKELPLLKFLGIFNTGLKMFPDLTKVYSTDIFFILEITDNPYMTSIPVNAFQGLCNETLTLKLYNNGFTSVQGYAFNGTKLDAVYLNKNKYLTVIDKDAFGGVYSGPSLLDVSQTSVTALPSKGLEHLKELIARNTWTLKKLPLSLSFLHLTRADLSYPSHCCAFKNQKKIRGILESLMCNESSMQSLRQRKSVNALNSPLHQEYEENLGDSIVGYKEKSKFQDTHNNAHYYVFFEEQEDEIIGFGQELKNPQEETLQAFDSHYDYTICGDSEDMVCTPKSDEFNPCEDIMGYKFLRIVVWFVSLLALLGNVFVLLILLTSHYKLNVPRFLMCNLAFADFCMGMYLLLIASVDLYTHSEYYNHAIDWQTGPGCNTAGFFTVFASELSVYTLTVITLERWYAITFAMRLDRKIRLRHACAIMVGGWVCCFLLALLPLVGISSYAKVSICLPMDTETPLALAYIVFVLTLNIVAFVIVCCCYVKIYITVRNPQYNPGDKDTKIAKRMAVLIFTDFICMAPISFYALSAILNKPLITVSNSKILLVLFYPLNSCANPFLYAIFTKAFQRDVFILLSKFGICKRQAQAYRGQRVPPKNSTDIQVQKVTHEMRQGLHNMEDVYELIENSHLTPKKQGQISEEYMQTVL
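Cell-based HTRF cAMP assay; TSHR cells + compound, TSH EC80 (4nM final), 2 h, 37 deg C. Lysis with anti-cAMP cryptate and cAMP-d2, 30 min RT, read 665/620 nm.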
Chronic BCR inh = qHTS Assay to Find Inhibitors of Chronic Active B-Cell Receptor Signaling; ABC-DLBCL IkBa-CBG/CBR reporter, luminescence ratio, 4 h; Potency, µM (series often up to 46.1 µM), for inactives: top-dose ratio change, negative = lower green/red ratio, most hits filed as inhibitors; hit rate 0.05% among 340,000; active = well fitted inhibition curve with a large enough effect in the signal ratio, with a control signal flat, not every such curve was filed as active; inconclusive = small, poorly fitted or top-dose-only effect, or effect the other way, or a change in a side signal; the % refers to the signal ratio;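 note: potency is the fitted concentration of half-maximal effect; plate controls were basal doxycycline-induced cells for no effect and cells given 10 µM MG132 for full effect; MG132 reads +100%, hits lower the ratio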
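Compounds up to 46 uM were incubated four hours with TMD8 cells whose green CBG68 luciferase is fused to IkappaBalpha; red CBR luminescence normalised the signal, and concentration-effect curves were fitted to fusion, red and ratio data.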
* marks the source's active call; other numbers are inactive results; ? = inconclusive; nt = not tested or not shown; & = joins results of further samples; [ ] = remark or other dose. Unless noted, calls come from the whole dose curve; as a rule, active = well fitted curve in the direction sought with a large enough effect; inconclusive = small, poorly fitted or top-dose-only effect, or another doubt; inactive = no such curve, though single readings can be large; an effect the other way counts as inactive or inconclusive. An unsorted share of the library. Share with any hit: about 3%.

SMILES	Tb PFK block	uPA surface inh	ELG1 DNA repair	Mito fusion yeast	TCR act	USP2a inh	TSG101-PTAP inh	B2AR arrestin	Eya2 phos inh	TSHR antag	Chronic BCR inh
CC(C)(C)c1ccc(OCc2ccc(C(=O)N/N=C/c3ccc([N+](=O)[O-])cc3)o2)cc1	5%	1%	27%	7%	1%	3%	0%	-0.4%	-18%	5	-1%
COc1ccc(CN2CSC(=S)N(Cc3ccc(OC)cc3)C2)cc1	-4%	?	-28%	-8%	-2%	-1%	1%	3.5%	4%	-5	16µM*
O=C(NCCN1CCOCC1)c1cc(S(=O)(=O)NCCCN2CCCC2=O)ccc1Cl	1%	0%	0%	-3%	-3%	0%	-9%	0.1%	-9%	9	1%
COC(=O)C1=C(C)N(Cc2ccccc2)C(=S)N[C@H]1c1cccc(C(F)(F)F)c1	-2%&-2%	-26%	6%	-5%	-1%	1%&1%	-6%	-0.2%&-0.1%	-19%&-9%	-8&-9	?
C=CCNC(=O)C1CC1(c1ccc(C)cc1)c1ccc(C)cc1 (configuration not stated)	-5%	6%	-12%	5%	nt	-9%	1%	0.3%	-4%	26	?
COc1ccc(OC)c(NC(=O)COC(=O)/C=C/c2ccc(Cl)cc2)c1	-1%	1%	19%	-2%	-7%[46.1 µM]	0%	0%	0.3%	4%	-5	1%
O=C(c1cccc(S(=O)(=O)N2CCOCC2)c1)N1CCCc2ccccc21	0%	1%	-4%	0%	-4%	2%	-1%	0.1%	10%	-3	11%
CCSC1(SCC)N=C(N)C2(C#N)C(c3ccccc3)NC(C)=C(C)C12C#N (configuration not stated)	-5%	0%	11%	2%	1%	2%	-4%	0.1%	-28%	-8	0%
CC1CCN(S(=O)(=O)c2cc(C(=O)Nc3ccccn3)ccc2Br)CC1	-4%	-4%	?	12%	-4%	-1%	-1%	-0.4%	-6%	-18	13%
O=C(NCCC(c1ccccc1)c1ccccc1)c1ccc(Br)o1	2%	9%	-7%	21%	1%	0%	-1%	-0.8%	-9%	-12	11%
Cc1cccc(NC2=NC(=S)N(c3ccc(C(=O)O)cc3)C23CCCCC3)c1	-1%	-7%	1%	4%	1%	4%	-2%	-0.6%	-6%	14	-8%
O=C(CN(C(=O)Cn1nnc(-c2cccs2)n1)c1cnc2ccccc2c1)NCC1CCCO1 (configuration not stated)	6%	0%	-3%	-3%	6%	0%	-7%	-0.1%	6%	-2	-2%
COc1ccc2cc1Oc1ccc(cc1)C[C@H]1c3c(cc4c(c3Oc3cc5c(cc3OC)CCN(C)[C@@H]5C2)OCO4)CCN1C	4%	?	-26%	-41%[inhibitor]	8%	1%	-1%	-0.2%	1%	-11	-17%
O=C(Cn1c2ccc(F)cc2c2nc3n(c(=O)c21)CCS3)Nc1ccccc1C(F)(F)F	1%	20%	-13%	5%	4%	-1%	3%	0.4%	18%	23	0%
Fc1cccc(CSc2nc3ccncc3[nH]2)c1	-20%	?	?	12%	-6%	3%	-2%	-0.3%	5%	-1	-2%
COc1ccc(Br)cc1S(=O)(=O)N1CC(C)OC(C)C1 (configuration not stated)	0%	-3%	-7%	0%	-2%[46.1 µM]	0%	3%	-0.4%	-11%	-4	3%
CCOC(=O)Cn1c(N2CCCCCC2)nc2c1c(=O)[nH]c(=O)n2C	-2%	-10%	?	1%	-4%	-8%	-8%	0.4%	-2%	12	2%
COc1cc(/C=N/NC(=O)c2ccccc2O)ccc1OC(=O)CC1SC(=O)NC1=O (configuration not stated)	8%	-5%	?	-1%	3%	1%	-3%	0.3%	-10%	-10	?
CCN1CCN(S(=O)(=O)c2ccc(Cl)c(C(=O)Nc3ccccc3N3CCOCC3)c2)CC1	0%	-2%	5%	11%	-85%	0%	-5%	-0.5%	6%	17	10%
CNC(=O)CSc1nnnn1-c1cc(C)ccc1C	-2%	-5%	-2%	-1%	6%[46.1 µM]	3%	-1%	0.1%	5%	-7	10%
CC(=O)Nc1cnc(NC(=O)c2cccc(F)c2)cc1C	-4%	1%	?	10%	-4%[46.1 µM]	0%	-3%	-0.5%	0%	19	?
Cc1cccc(C(=O)NC(=S)Nc2ccc3[nH]c(=O)[nH]c3c2)c1	2%	0%	-6%	-2%	2%	-1%	-2%	-0.5%	-3%	2	-4%
O=C(NCc1ccccn1)C1CCN(C(=O)c2cc3sccc3n2Cc2ccc(F)cc2)CC1	-1%	15%	21µM*	4%	5%	2%	-2%	-0.2%	-15%	-14	-1%
Cc1ccc(NC(=O)C(OC(=O)c2ccc(NC(N)=O)cc2)c2ccccc2)cc1Cl (configuration not stated)	3%	-3%	-19%	3%	-6%[46.1 µM]	-1%	-7%	11%	-5%	16	?
CC(C(=O)Nc1cccnc1)c1ccc([N+](=O)[O-])cc1 (configuration not stated)	-2%	0%	-13%	14%	3%	0%	-3%	0.3%	-1%	-5	0%
CN(C(=O)CN1C(=O)c2ccc([N+](=O)[O-])cc2C1=O)C1CCCCC1	6%	0%	2%	nt	-3%	3%	0%	-0.4%	-25%	-6	5%
CCC(C)C(N)C(=O)NC(CCC(=O)OCc1ccccc1)C(N)=O (configuration not stated)	2%	-1%	7%	1%	3%	-1%	-7%	-0.3%	4%	-1	0%
N#C/C(=C/Nc1ccccc1C(=O)O)C(N)=O	2%	5%	0%	3%	0%	-2%	-8%	0.3%	-8%	1	-14%
CCOC(=O)c1c(C)n(C)c2ccc(OCC(O)Cn3nc(C)cc3C)cc12 (configuration not stated)	2%	-1%	21µM*	-2%	1%	0%	-6%	-1.6%	-13%	-7	?
COc1cccc(CN2CC(C(=O)NC3CCCCCC3)CCC2=O)c1 (configuration not stated)	-2%	0%	-3%	-3%	2%	3%	-2%	-0.1%	20%	-1	-1%
Cc1ccc2[nH]c3c(=O)n(CCc4cnc[nH]4)cnc3c2c1	-7%	5%	?	-8%	-5%	1%	-2%	-0.8%	-5%	13	?
O=C(/C=C\Nc1ccc(Cl)cn1)c1ccc(Br)cc1	1%	-3%	?	4%	1%	19%	-1%	0.0%	-6%	4	3%
COC(=O)c1cccc(C23CC4(C2)[C@H](CN(Cc2ccc(C(F)(F)F)cc2)[C@@H]4c2ccccc2)C3c2ccccc2)c1 (some centres not stated)	-7%	6%	0%	-33%	8%	-5%	3%	0.6%	5%	-3	5%
Cc1cnc(C(=O)Nc2ccccc2F)cn1	-9%	-4%	?	-1%	1%	0%	-5%	0.1%	-6%	2	?
CCCN(c1ccc(OCC)cc1)S(=O)(=O)c1ccc2c(c1)CCN2C(=O)CCC(=O)O	2%	-2%	2%	3%	nt	0%	nt	-0.9%	-19%	-4	8%
Cc1cc(NC(=O)c2ccco2)sc1C	0%	-6%	?	2%	-10%	4%	-1%	0.6%	-19%	7	-17%
CCN(CC)S(=O)(=O)c1ccc(NC(=S)NC(=O)C2CCC2)cc1	-2%	0%	?	14%	-1%	-6%	-2%	0.3%	2%	47	-3%
Cc1ccc(C(=O)Nc2cccc(-c3cn4ccccc4n3)c2)cc1	4%	0%	?	0%	6%	0%	-3%	0.0%	-4%	-8	-16%
O=C(Nc1ccc2c(c1)OCCO2)C1CCCN(S(=O)(=O)c2cccs2)C1 (configuration not stated)	1%	0%	?	-1%	3%	-1%	-1%	-0.1%	-6%	3	?
Cc1cccc(NC(=O)c2cc(=O)c3ccccc3o2)c1	4%	7%	?	11%	1%	3%	-4%	-0.3%	3%	3	-3%

Screens (PubChem BioAssay)
